hERG rescue – shields human hERG channel from block by proarrhythmic agents. Q12809. CHO-hERG, FluxOR thallium flux, dofetilide IC70 present. activation (rescue from dofetilide block), less the hit threshold, % at 10 µM. 0.51% of 310,000 active;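 active = activation above the mean of controls blocked by dofetilide plus 5 SD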;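 note: thallium influx through hERG after potassium depolarization seen as dye fluorescence rise; in these data hits start at about 4.7%; inactives centre near -7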
HDAC3 inh – inhibitors of human histone deacetylase 3 | O15379 | recombinant HDAC3, fluorogenic peptide/trypsin coupled, fluorescence | inhibition, % at 8.3 µM | 0.15% of 320,000 active | AID 2718; in the data active = inhibition above about 26%, passing the limit was not always enough
KCNQ1 block – inhibitors of human KCNQ1 potassium channel; P51787; CHO-K1 KCNQ1, FluxOR thallium flux fluorescence; active compounds read high; B-score at 10 µM; 1.3% of 310,000 active; AID 2642;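 active = compounds whose thallium flux B-score, printed positive for inhibition, exceeds three library SD while starting fluorescence stays within three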;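 note: channel opened by potassium depolarization with thallium stimulus after 20 min compound exposure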
Target sequence (P51787 whole entry, looked up): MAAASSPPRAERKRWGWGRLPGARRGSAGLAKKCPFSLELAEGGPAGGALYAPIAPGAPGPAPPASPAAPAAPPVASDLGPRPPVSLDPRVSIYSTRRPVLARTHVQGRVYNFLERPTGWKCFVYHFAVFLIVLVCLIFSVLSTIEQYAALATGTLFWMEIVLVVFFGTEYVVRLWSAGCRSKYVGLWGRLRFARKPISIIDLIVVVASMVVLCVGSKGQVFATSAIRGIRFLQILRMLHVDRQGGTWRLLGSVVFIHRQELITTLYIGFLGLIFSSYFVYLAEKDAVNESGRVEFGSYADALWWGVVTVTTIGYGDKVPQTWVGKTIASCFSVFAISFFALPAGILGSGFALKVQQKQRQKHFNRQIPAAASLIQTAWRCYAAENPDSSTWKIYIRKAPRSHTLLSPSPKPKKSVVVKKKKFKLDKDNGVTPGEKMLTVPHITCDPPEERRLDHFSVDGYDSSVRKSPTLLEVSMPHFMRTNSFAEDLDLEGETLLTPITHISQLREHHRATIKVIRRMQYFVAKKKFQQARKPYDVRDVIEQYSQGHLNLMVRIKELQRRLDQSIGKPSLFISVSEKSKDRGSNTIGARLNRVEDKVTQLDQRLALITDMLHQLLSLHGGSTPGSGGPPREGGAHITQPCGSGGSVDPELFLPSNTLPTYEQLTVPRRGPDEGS
KCNK3 inh – human KCNK3 channel inhibition, primary screen; O14649; B-score at 10 µM; CHO-KCNK3 thallium flux, FluxOR fluorescence; active compounds read low; 0.84% of 340,000 active;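 active = B-score under library mean minus 4 SD, starting fluorescence ratio at most library mean plus 5 SD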;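 note: more negative B-score means stronger inhibition of thallium flux through KCNK3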
KCNQ1 act – potentiates or activates the human KCNQ1 potassium channel; P51787; CHO-K1 KCNQ1, thallium flux FluxOR fluorescence; active compounds read high; B-score at 10 µM; 0.35% of 310,000 active;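 active = fluorescence ratio B-score, a plate-corrected score, at least three library SD, with initial intensity B-score within 5 SD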
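Assay system: stable KCNQ1 CHO-K1 line; medium: assay buffer, equal DMSO in all wells; timing: 90 min dye loading and 20 min compound exposure, both at room temperature; technique: kinetic FluxOR thallium fluorescence, 10-s 1-Hz baseline, 110-s post-stimulus read; read-out basis: B score of baseline-normalized fluorescence ratio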
RGS4 act – potentiators or activators of RGS4; B-score at 10 µM; 0.92% of 310,000 active; AID 463111; HEK293 M3R/inducible RGS4, carbachol calcium flux Fluo4; active compounds read low;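 active = B-score of the integrated calcium signal more than 4 SD below the library mean, with starting fluorescence not abnormally high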;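 note: negative B-score means reduced calcium response which marks RGS4 activation or potentiation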
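Test system: HEK293 cells with stable M3R and inducible RGS4; also added: carbachol at ECmax as muscarinic agonist stimulus; schedule: dye loading 30 min 37 °C, buffer rest 30 min RT; technique: kinetic calcium fluorescence imaging with Fluo4-AM dye, 2 µM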
PolyA inhibitor – blocks polyadenylation in yeast reporter cells; S. cerevisiae SKY197-pL101 polyadenylation reporter, beta-gal luminescence; efflux-impaired pdr1/pdr3 knockout yeast; score 100 = 6 SD above DMSO; calls only at 12 µM; 0.02% of 300,000 active; AID 1875;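 active = lowest replicate activity score at least 50, where 100 means six control SD above control mean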;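 note: yeast exposed to compound for 9 h at 30 °C; higher score means more reporter readthrough which indicates perturbed polyadenylation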
KCNK9 block – inhibitors of human KCNK9 two-pore domain potassium channel; 1.2% of 310,000 active; B-score at 10 µM; HEK293 KCNK9, FluxOR thallium flux fluorescence; active compounds read low; Q9NPC2;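 active = ratio B-score over 3 SD below the library mean, with starting fluorescence within 5 SD of its mean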;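 note: negative B-score means less thallium flux so channel inhibition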
DYRK1A inh – inhibitors of rat Dyrk1A kinase; inhibition, % at 12.5 µM; Q63470; 0.43% of 310,000 active; AID 504441; ADP-Glo luminescence, NFATc1 peptide; in the data active = inhibition above about 50%;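 note: plate controls were vehicle with enzyme for no effect and no enzyme for full effect; many of its hits are not listed in these tables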
GSK3B inh – inhibitors of human GSK3beta kinase | 0.038% of 300,000 active | activity score (negative = inhibition), % at 10 µM | GST-GSK3beta kinase, ADP-Glo luminescence, 60 min; active compounds read low | AID 2097;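 active = more than half of replicate wells score below -50%, meaning over 50% inhibition versus plate controls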;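 note: 0% = median DMSO wells and -100% = median GW8510 positive control wells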
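Assay system: GST-tagged human GSK3beta kinase, cell-free; Input: 1.6 ng GSK3beta; Medium: Tris/MgCl2 kinase buffer; Timing: 60 min enzyme reaction, room temperature; Signal: ADP-Glo luminescence quantifying ADP generated by kinase; Evaluation: score relative to plate controls; Benchmarks: DMSO neutral wells and GW8510 at 20 µM as positive.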
GSK3A inh – blocks human GSK-3 alpha kinase; P49840; ADP-Glo luminescence, 60 min; inhibition, % at 10 µM; 0.1% of 320,000 active;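 in the data active = inhibition above about 50%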;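 note: GST-tagged GSK-3 alpha with peptide substrate and 25 µM ATP; 0% = DMSO neutral wells and 100% = GW8510 positive control wells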
The depositor's hits bear a star; i = inactive; . = no result given.

structure	hERG rescue	HDAC3 inh	KCNQ1 block	KCNK3 inh	KCNQ1 act	RGS4 act	PolyA inhibitor	KCNK9 block	DYRK1A inh	GSK3B inh	GSK3A inh
COc1ccc(NC(C)=O)cc1NC(=O)CN1CCN(CC(=O)Nc2ccc(Cl)cc2)CC1	-6	0	i	i	i	i	i	i	5	1	-3
CCc1[nH]nc2c1C(c1cccnc1)C(C#N)=C(N)O2 (centres undefined)	-5	3	i	i	i	i	i	i	0	-2	0
COc1cc(C(=O)Nc2ccccc2-c2nnn(CC(N)=O)n2)cc(OC)c1OC	-4	-3	i	i	i	i	i	i	4	0	0
NC(=O)/C=C/C(=O)Nc1ccc(Cl)cc1	-13	3	i	i	i	i	i	i	.	-1	-3
CC(=O)c1c(N)n(C)c(=O)n(C)c1=O	-8	-4	i	i	i	i	i	i	-3	2	-2
COc1cccc(NC(=O)c2ccc(NCCCN3CCC(C)CC3)c([N+](=O)[O-])c2)c1	-9	-10	i	i	i	i	i	i	-4	-6	0
COc1cc(C)ccc1OCc1cc(C(=O)NC(C)Cn2cncn2)no1 (centres undefined)	-7	-11	i	i	i	i	i	i	-5	3	0
Cc1ccc(S(=O)(=O)Cc2ccc(C(=O)N3CCN(Cc4ccccc4)CC3)o2)cc1	-7	6	i	i	i	i	i	i	-14	-3	-4
Cc1occc1-c1nnc(SCC(=O)N2CCOCC2)n1Cc1ccco1	0	-13	i	i	i	i	i	i	-2	0	1
NC(=O)C1CCN(CC(O)CSc2ccccc2)CC1 (centres undefined)	-6	-5	i	i	i	i	i	i	.	2	4
COc1ccccc1OCc1nc(Cc2ccc(Cl)cc2)no1	-2	3	i	i	i	i	i	i	8	1	1
Cc1cc(C)nc(/N=C(\N)Nc2ccc(S(=O)(=O)Nc3nc(C)cc(C)n3)cc2)n1	-7	2	i	.	i	i	i	i	.	3	-4
COc1ccc(Cl)c(OC)c1C(=O)NC(=O)Nc1c(F)cc(F)cc1F	-5	9	i	i	i	i	i	i	7	1	-2
O=C(Nc1ccc2nccnc2c1)Nc1ccccc1Cl	-9	-4	i	i	i	i	i	i	-4	3	1
COc1ccc(OC)c(C2C(C(=O)c3ccccc3)=C(C)Nc3nc4ccccc4n32)c1 (centres undefined)	-2	3	i	i	i	i	i	i	0	1	0
CCOC(=O)c1ccc(Nc2nc(C(=O)OCC)nc3ccccc23)cc1	-11	0	i	i	i	i	i	i	-6	3	-2
Cn1c(SCC(=O)Nc2ccccc2Br)nnc1-c1cnccn1	-8	3	i	i	i	i	i	i	-7	-5	-1
CC(C)C(=O)Nc1ccc(C(=O)N2CCCCCC2)cc1	-13	-1	i	i	i	i	i	i	-3	5	-1
Cn1c(SCC(=O)NCCc2ccc(S(N)(=O)=O)cc2)nc2ccccc2c1=O	-1	3	i	i	i	i	i	i	.	-6	-1
CCOC(=O)C1CCN(c2nc(-c3ccc(Br)cc3)nc3ccccc23)CC1	-12	-2	i	i	i	i	i	-8.8*	.	1	-2
Cc1ccc(C)c(N2CCN(C(=O)c3cc4ccccn4n3)CC2)c1	-26	6	i	i	i	i	i	i	5	1	0
O=C(Cc1ccccc1)NCC(=O)N1CCCCC1	-7	-11	i	i	i	i	i	i	-9	-2	-12
O=C(NCc1ccccc1)C(=O)Nc1nc(-c2ccccc2)cs1	0	-7	i	i	i	i	i	i	1	-2	0
Cc1ccc(NS(=O)(=O)c2c(C)ccc3nsnc23)c([N+](=O)[O-])c1	-4	0	i	i	i	i	i	i	14	-1	2
CN(C)c1ccc(C=Nc2cnn(C)c2C(N)=O)cc1	-2	1	i	i	i	i	.	i	6	-5	4
CCOC(=O)c1[nH]c(C)c(C(=O)N2CCc3ccccc32)c1C	-9	-4	i	i	i	i	i	i	8	0	1
C(=N\c1nc2ccccc2n1CCN1CCCCC1)/c1cccs1	-5	11	i	i	i	i	i	i	7	3	5
O=C(Nc1cccc(F)c1)/C(=C\c1ccco1)NC(=O)c1cccs1	-6	6	i	i	i	i	i	i	-2	-1	0
Cc1ccc(C)c(NC(=O)CCC(=O)N/N=C/c2cccnc2)c1	-8	1	i	i	i	i	.	i	2	-1	.
CCN(CC)S(=O)(=O)c1ccc(Oc2ccccc2)cc1	-15	.	i	i	i	i	i	i	4	-2	.
C/C(=N\N=C(N)N)c1ccc(C)c(C)c1	-21	-4	i	i	i	i	i	i	-7	-1	-2
COC(=O)c1ccccc1-n1cccc1C(=O)NP(=O)(N1CCOCC1)N1CCOCC1	-6	-2	i	i	i	i	i	i	1	-1	-2
COc1ccc(NC(=O)c2oc3ccccc3c2NC(=O)C2CCCO2)cc1OC (centres undefined)	-21	13	i	i	i	i	i	i	11	2	-2
CC(=O)Nc1ccc(Oc2ccc(NC(C)=O)c(NC(C)=O)c2)cc1	-12	4	i	i	i	i	i	i	-8	5	-1
Cc1c(NC(=O)CN2CCN(c3ccc([N+](=O)[O-])cc3)CC2)c(=O)n(-c2ccccc2)n1C	-13	0	i	i	i	i	i	i	3	1	-1
CCOC(=O)C1C(=O)NC(c2ccccc2)=NC1c1ccccc1 (centres undefined)	0	-1	i	i	i	i	i	i	5	-1	2
O=C(NCC1(c2ccccc2)CCCC1)c1ccco1	-11	-6	i	i	i	i	i	i	1	3	-3
Cc1ccc(S(=O)(=O)N2CCCCC2)cc1C(=O)OC1CCCCC1=O (centres undefined)	-10	5	i	i	i	i	i	i	-3	-1	-1
CN1CCN(CCCNC(=O)Nc2cccc3ccccc23)CC1	4	-9	i	i	i	i	i	i	2	2	-1
CN1C(=O)C(/C(N)=N/NC(=O)c2ccccc2)C2CC1(C)Oc1ccccc12 (centres undefined)	-6	-1	i	i	i	i	i	i	-2	-1	.
CC1CN(c2ccc([N+](=O)[O-])c(NCCOc3ccccc3)c2)CCN1 (centres undefined)	-8	5	i	i	i	i	i	i	-7	2	1
CCO[C@H]1OC(C(=O)NCc2ccccc2)=C[C@@H](c2coc3ccccc3c2=O)[C@@H]1CCCO	-9	2	i	i	i	i	i	i	-6	4	3
CN(C)c1nc2ccc(OCCN3CCCCC3)cc2s1	-5	0	i	i	i	-7.3*	i	i	7	2	-2
O=C(Cc1ccccc1)NC(=S)Nc1ccc2oc(-c3ccccc3)nc2c1	-2	4	i	.	i	i	i	i	.	0	0
COc1ccc(O)c(C(=O)c2cnc3nc4ccccc4n3c2)c1	-17	7	i	i	i	i	i	i	42	-1	2
Cc1cc(C)n2ncc(C(=O)Nc3cccc(O)c3)c2n1	-4	2	i	i	i	i	i	i	1	1	-1
CCn1c(C(O)c2cc(OC)c(OC)c(OC)c2)nc2ccccc21 (centres undefined)	-9	4	i	i	i	i	i	i	-1	2	-2
COC(=O)c1cccc(C(=O)Nc2ccc(C)cc2Br)n1	-9	3	i	i	i	i	i	i	27	1	0
CCOC(=O)CNC(=O)N1CCCC(C(=O)c2ccccc2SC)C1 (centres undefined)	-12	4	i	i	i	i	i	i	4	-2	-1
CCC(CC)c1nnc(NC(=O)C2CC(=O)N(c3ccc4c(c3)OCCO4)C2)s1 (centres undefined)	-9	.	i	i	i	i	i	i	-9	0	.
CC(=O)Nc1cccc(/C(C)=N/NC(=O)c2ccc(Cl)cc2Cl)c1	-5	1	i	i	i	i	i	i	-4	-2	-1
CC(C)(C)c1ccc(COC(=O)Nc2ccc(F)cc2)cc1	-5	-2	i	i	i	i	i	i	-3	2	-2
Cc1ccc2c([N+](=O)[O-])c(C)ccc2n1	-10	-7	i	i	i	i	i	i	-5	-1	3
CCOC(=O)C(C)Oc1ccc(OCc2ccccc2)cc1 (centres undefined)	-6	6	i	i	i	i	i	i	.	1	-3
CCOC(=O)C1CCCN(C(=O)COC(=O)c2ccc(C#N)cc2)C1 (centres undefined)	-12	1	i	i	i	i	i	i	-1	2	-5
S=C(NCCc1ccccc1)Nc1ccc(Br)cn1	-17	-7	i	i	i	i	.	i	.	-1	0
Cc1ccc(/C=N/Nc2ccccn2)s1	-2	8	i	i	i	i	i	i	1	-1	3
CCCC(=O)NC(=S)Nc1ccc(C(C)=O)cc1	-8	6	i	i	i	i	i	i	-6	-1	1
Cc1ccc(NC(=O)c2sc3ncn(CC(=O)N4CCOCC4)c(=O)c3c2C)c(Br)c1	-2	6	i	i	i	i	i	i	-3	-2	0
Cc1ccsc1C(=O)Nc1ccc(O)c(-c2nc3ccccc3s2)c1	-9	-4	i	i	i	i	i	i	.	3	5

(next part)
structure	hERG rescue	HDAC3 inh	KCNQ1 block	KCNK3 inh	KCNQ1 act	RGS4 act	PolyA inhibitor	KCNK9 block	DYRK1A inh	GSK3B inh	GSK3A inh
Cc1ccc(NC(=O)CS(=O)CC(=O)NCCCc2ccccc2)cc1Cl (centres undefined)	-6	1	i	i	i	i	i	i	-7	4	-2
O=C(CCS(=O)(=O)c1cccs1)NC1CCCCCC1	-16	3	i	i	i	i	i	i	-1	4	-2
O=C(O)/C(=N/NC(=O)c1ccc(Cl)cc1)c1ccccc1	-10	2	i	i	i	i	i	i	-7	-1	-3
CCOCCCNC(=S)N1CCC(C(=O)c2ccc3c(c2)OCCO3)CC1	-8	1	i	i	i	i	i	i	-3	2	-2

Assay outcomes from PubChem BioAssay.

Some of the compounds tested, so the mix of outcomes need not match the whole.
